FN deposit inh: fibronectin deposition inhibition; inhibition, % at 12.6 µM; hit rate 0.086% among 350,000; AH1F fibroblasts, Alexa488-fibronectin deposition fluorescence, overnight;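 active means mean inhibition across replicates of 30% or more, regardless of how many single replicates reach that level; inconclusive means mean under 30% yet at least half of replicates reach 30%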;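 further: positive control wells lacked labelled fibronectin entirely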
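Assay system: AH1F fibroblasts assembling fluorescent fibronectin matrix; Amount: 10000 AH1F cells per well; Buffer or medium: DMEM, 2% serum; Probe or stimulus: Alexa488-fibronectin, 24 nM final in well; Doses: single compound dose, delivered by pin transfer; Incubation: 1 h adhesion, overnight exposure; Measured by: fluorescence 485/525 nm; Read-out: fibronectin deposition inhibition.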
GSIS activator: GLuc luminescence reporter in INS-1E cells, primary screen for activators of glucose-dependent secretion of insulin; INS-1E GLuc reporter insulin secretion, 2-3 h; activation, % at 16.6 µM; hit rate 0.61% among 370,000; AID 743287;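 active means lowest replicate activation of at least 40%, so every replicate reaches that level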;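 further: 0% = median of neutral control wells and 100% = median of IBMX positive control wells; some compounds called inactive have numbers as strong as hits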
PAX8 reporter: lowers PAX8-driven luciferase in RMG-I cells | RMG-I TPO-luciferase reporter, SteadyGlo, 24 h | inhibition, % at 12.6 µM | hit rate 1.2% among 360,000;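 active means mean replicate inhibition at least 60% with every replicate also reaching 60%; inconclusive means only one of the two criteria is met; inactive means mean below 60% and not all replicates reaching 60%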;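 further: luciferase light reporting Pax8 driven TPO promoter activity; plate controls were median of neutral control wells for no effect and mitoxantrone controls for full effect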
EWS-Fli block: inhibitors of EWS/Fli oncoprotein transcriptional activity; AID 651661; hit rate 0.67% among 350,000; inhibition, % at 12.6 µM; A673 NR0B1-luciferase reporter, viability-normalised;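 active means mean inhibition of at least 50% after viability correction, with every replicate also passing that limit; inconclusive means mean reaches 50% but only one of two replicates passes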;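 further: firefly luciferase signal divided by Alamar Blue viability fluorescence both relative to DMSO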
F508del corr: correctors of CFTR F508del function in bronchial epithelial cells; CFBE cells, YFP halide quenching; stimulated with forskolin plus potentiator P3; % fluorescence drop versus neutral controls; activity (quench increase), % at 7.58 µM; hit rate 0.36% among 350,000; AID 720511;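 active means mean added fluorescence quench of at least 8% versus neutral control, with both replicates also reaching 8%; inconclusive means only one of the mean or replicate conditions met; inactive means mean below 8% and not both replicates reaching 8%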;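 further: cells transiently co-express mutant CFTR-F508del with the halide-sensitive YFP; corrector assay measuring rescue of mutant channel to the surface after 24 h compound exposure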
miR122 inh: inhibitors of miR-122 in Huh7 cells | activation (reporter increase), % at 12.5 µM | Huh7 miR-122 Renilla luciferase sensor, 48 h; neutral wells = 0, positive control = 100 | hit rate 0.3% among 340,000;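 active means mean replicate activation score at least 90 and every replicate individually at or above 90; inconclusive means only one of the two criteria met; inactive means neither criterion met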;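 further: higher luciferase means less miR-122 activity so hits act as miR-122 inhibitors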
DENV2 CPE: protects cells from dengue virus 2 cytopathic effect | DENV2-infected cells, cytopathic effect rescue, plate reader | CPE inhibition, % at 9.99 µM | hit rate 1.7% among 350,000; in the data active means CPE inhibition above about 20%, passing the limit was not always enough; inconclusive means no clear call, values can overlap the other calls; tested in BHK-21 cells;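 further: 0% = median of neutral control wells and 100% = median of positive control wells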
Active calls of the source: *; ? = inconclusive; · = no result given; [ ] = remark or other dose.

structure	FN deposit inh	DENV2 CPE	PAX8 reporter	GSIS activator	F508del corr	EWS-Fli block	miR122 inh
COc1ccc(S(=O)(=O)Nc2ccc3c(c2)C(=O)N([C@@H](C)CO)C[C@@H](C)[C@@H](CN(C)S(=O)(=O)c2ccc(Cl)cc2)O3)cc1	·	14	-14	-6	0.5	3	34[16.7 µM]
COc1ccccc1N1CCN(C2CCCC(C)C2)CC1 (stereo not drawn)	·	2	·	2	1.0	10	·
CCOc1ccccc1-n1c(SCC(=O)N2CCOCC2)nnc1-c1ccccn1	0	·	3	·	·	·	4
CO[C@H]1CN(C)C(=O)c2ccc(NC(=O)C3CCCC3)cc2OC[C@H](C)N(C)C[C@@H]1C	-5	52*	·	-5	-0.4	·	·
Cc1cc(C)cc(NC(=O)CSc2nc3ccccc3nc2N2CCCC2)c1	12	3	25	-20	1.8	7	·
CC(C)(C)C(=O)N1CCN(c2ccc(Cl)cc2[N+](=O)[O-])CC1	-1	-2	-19	-12	·	-13	·
OCCNc1ncnc2c1nnn2Cc1ccccc1	2	0	13	18	2.0	6	-8
CCOc1ccc(N2CC(C(=O)NCC(=O)Nc3ccc(F)c(F)c3F)CC2=O)cc1 (stereo not drawn)	2	-1	-8	6	4.8	-3	·
CCc1ccc(-c2ccc(SCc3ccccn3)nn2)cc1	-21	6	-114	0	-3.0	-70	0
O=C(c1cc(-c2ccc(F)cc2)on1)N1CCCC1	0	·	·	0	·	·	-10
CCC(=O)N(C)C[C@@H]1Oc2cc(C#C[C@H](C)O)ccc2S(=O)(=O)N([C@@H](C)CO)C[C@H]1C	-24	-6	-12	-3	-0.3	-26	-1[16.7 µM]
COc1cccc(CNS(=O)(=O)c2cc3c(cc2Cl)NC(=O)CO3)c1	7	-1	-7	21	0.6	-9	-1
O=C(NCCS(=O)(=O)N1CCCCC1)c1ccccc1	1	-6	-14	4	-1.8	3	·
CCOc1ccc(NC(=O)C(=O)NCCN2CCN(C(=O)c3ccc(C)cc3)CC2)cc1	2	6	-6	-3	-0.1	9	-8
COc1ccc(N2CC(C(=O)N(C)CC(=O)Nc3ccc(Cl)c(C(F)(F)F)c3)CC2=O)c(OC)c1 (stereo not drawn)	-1	-5	5	-29	0.7	5	·
Cc1ccc(OCC(=O)Nc2ccccc2C(=O)NC2CC2)cc1C	-19	2	5	37	0.1	10	·
CCOC(=O)C1CCCCN1C(=O)c1ccc2nc(Cc3ccc(OC)cc3)oc2c1 (stereo not drawn)	4	-7	2	-18	-1.7	·	29
O=C(c1cccc(S(=O)(=O)NCc2ccccc2)c1)N1CCCCC1	-1	?	13	6	-2.9	5	19
COc1ccc(NC(=O)c2cc(-c3cc(Cl)ccc3O)n[nH]2)c(OC)c1	7	5	8	3	-3.9	4	-3
CCN(CC)C(=O)[C@H]1CC(CC(=O)NCCCOC)C(=O)N2CCc3c([nH]c4ccccc34)[C@]12C (stereo partly drawn)	1	-3	-2	-6	3.4	4	-7
CCOC(=O)C1CCCN(C(=O)CN2C(=O)NC(C)(c3ccc4ccccc4c3)C2=O)C1 (stereo not drawn)	-5	-5	4	-10	-1.7	2	-4
C[C@H]1CN=C(Nc2ccccc2)N1CC1CCC1	-7	19	5	9	-1.0	10	1
COc1ccc(-c2noc(C3CCCN(C(=O)c4ccccc4OC)C3)n2)cc1 (stereo not drawn)	-10	-2	-8	-29	-2.1	-18	-1
O=C(O)c1cn(-c2ccc(N3CCCC3)c(F)c2)c2c(F)c(F)c(F)cc2c1=O	-7	·	23	7	-0.2	3	2
CC(=O)c1cccc(NC(=O)C2Cc3c(-c4ccco4)ccnc3O2)c1 (stereo not drawn)	0	14	12	-1	0.1	1	-3

(more compounds)
structure	FN deposit inh	DENV2 CPE	PAX8 reporter	GSIS activator	F508del corr	EWS-Fli block	miR122 inh
COc1cc(NC(=O)Cc2cccc3ccccc23)c(C(=O)O)cc1OC	0	4	-2	4	-2.4	-5	-4
CCCC#Cc1ccc([C@H]2[C@H]3CN(S(=O)(=O)c4ccccc4C)CC(=O)N3[C@H]2CO)cc1	4	-1	·	-18	0.0	-2	·
O=C(CCc1ccccc1)NCCc1nc2ccccc2[nH]1	-4	-6	28	3	2.5	12	-12
Cc1ccc(NC(=O)c2ccccc2NC(=O)c2cccs2)cc1	1	-7	-21	-9	2.0	-96	·
O=C(COC(=O)COc1ccc(Cl)cc1)NCc1ccc2c(c1)OCO2	3	0	-15	5	1.0	-2	·
Cc1ccc(-c2c(C(=O)N/N=C/C3CC=CCC3)nnn2-c2nonc2N)cc1 (stereo not drawn)	8	-3	-21	6	-2.4	3	-6
Cc1cc(C)c2nc(N(CCCN(C)C)C(=O)c3ccc4c(c3)CCCC4)sc2c1	·	5	20	40*	3.9	7	·
N#C/C(=C\c1ccc(-c2ccccc2Cl)o1)C(=O)Nc1nc2ccccc2s1	-2	·	9	-42	·	4	2
COc1ccc(NC(=O)N(C)C[C@@H]2Oc3ccc(NC(=O)CCC(F)(F)F)cc3CC(=O)N([C@@H](C)CO)C[C@@H]2C)cc1	-8	1	26	13	3.2	-8	-10[16.7 µM]
C[C@H]1CN([C@@H](C)CO)C(=O)c2cc(NS(C)(=O)=O)ccc2O[C@H]1CN(C)S(=O)(=O)c1ccc(Cl)cc1	·	·	·	6	0.3	-1	0[16.7 µM]
N=c1sccn1CC(=O)NCc1ccc(Cl)cc1Cl	-4	-2	-21	12	0.8	7	·
CC(=O)N(C)C[C@H]1Oc2ncc(C#Cc3ccccc3)cc2C(=O)N([C@@H](C)CO)C[C@@H]1C	·	9	·	23	-0.5	-9	1[16.7 µM]
COC(=O)c1ccc(OC(=O)CCN2C(=O)C3CCCCC3C2=O)cc1 (stereo not drawn)	3	·	7	1	·	·	0
CC=Cc1ccc2n(c1=O)C[C@@H]1[C@@H](CO)[C@H](C(=O)NCCC)[C@H]2N1Cc1nccs1 (mixture of isomers)	·	2	·	-4	0.6	-1	1[16.7 µM]
Clc1ccc2nc(C(Cl)(Cl)Cl)[nH]c2c1	1	9	19	5	-4.5	3	·
CC(=O)Nc1cc(-c2ccccc2)ccc1O	-4	·	20	·	·	·	-4
CCCOc1ccc(/C=N/Nc2ccccc2[N+](=O)[O-])c(OCCC)c1	·	·	-2	-33	·	-19	·
C[C@@H]1CN([C@H](C)CO)C(=O)CCCn2nncc2CO[C@@H]1CN(C)C(=O)Nc1ccccc1F	-6	-2	-11	4	0.0	-2	-2[16.7 µM]
Cc1noc(C)c1S(=O)(=O)N(C)C[C@@H]1OCCCC[C@H](C)Oc2ccc(NC(=O)Nc3ccc4c(c3)OCO4)cc2C(=O)N([C@H](C)CO)C[C@@H]1C	·	-4	2	-36	-2.5	-9	-10[16.7 µM]
NC(=O)CSc1nnc(Cc2ccc3c(c2)OCO3)n1C1CCCCC1	·	3	·	·	-2.6	-3	2
COc1cccc(C(=O)NNC(=O)c2ccc3ccccc3c2O)c1	-3	-10	11	-15	-1.9	2	·
O=C(Nc1ccc2ccccc2c1)c1ccc(Cl)cc1Cl	-1	0	-61	7	1.7	0	·
COCC(=O)N(C)C[C@H]1Oc2cc(C#C[C@@H](C)O)ccc2S(=O)(=O)N([C@@H](C)CO)C[C@@H]1C	8	5	·	0	2.2	0	-3[16.7 µM]
CC(C)N1CCN(CCCc2ccccc2)CC1CCO (stereo not drawn)	-6	8	25	-1	1.3	15	-3
O=C(N=NC(=O)c1ccc2c(O)n(CC3CCCO3)c(O)c2c1)c1cccnc1 (stereo not drawn)	-10	14	-4	2	-0.3	5	·

Continuation.
structure	FN deposit inh	DENV2 CPE	PAX8 reporter	GSIS activator	F508del corr	EWS-Fli block	miR122 inh
C[C@H](O)C#Cc1ccc2c(c1)O[C@@H](CN(C)C(=O)C1CCCCC1)[C@@H](C)CN([C@@H](C)CO)S2(=O)=O	·	2	·	30	1.3	-2	-4[16.7 µM]
O=C(COC(=O)CCCN1C(=O)c2cccc3cccc(c23)C1=O)Nc1cccc(C(F)(F)F)c1	6	11	33	1	3.8	15	-1
CCCCC[n+]1cccc2c3ccccc3ccc21	4	12	56	-70	2.9	6	·
O=S(=O)(N[C@@H]1CC[C@@H](CCn2cc(-c3cccnc3)nn2)O[C@H]1CO)c1ccccc1	·	17	-12	13	-0.6	-1	·
C(=N\Nc1ncnc2nc[nH]c12)/c1cccs1	-1	-6	-53	1	0.2	-76	-4
CCN1C(=O)CC2CCCC1C2 (stereo not drawn)	·	5	7	·	-1.0	-18	·
CCOc1ccc2nc(SC3CC(=O)N(c4ccc(C)cc4)C3=O)sc2c1 (stereo not drawn)	·	2	·	-10	-2.3	0	-1
CCc1nc2ccccc2n1CC1CC1(Cl)Cl (stereo not drawn)	1	·	-6	33	0.4	13	0
C[C@H](NC(=O)C[C@H]1CC[C@@H]2[C@H](COC[C@@H](O)CN2Cc2ccc(C(F)(F)F)cc2)O1)c1ccccc1	-7	1	10	-10	-2.4	8	1[16.7 µM]
COC(=O)c1ccc(N2CCN(C)CC2)c(NC(=O)c2cccs2)c1	-2	-2	-10	12	-3.1	1	-4
O=C(NCC(c1ccco1)N1CCOCC1)c1cccc(Cl)c1 (stereo not drawn)	-6	9	-4	12	-1.9	-2	-5
O=C(Cn1nnc2ccccc21)c1ccc([N+](=O)[O-])cc1	-5	0	-28	5	-9.1	-8	·
O=C(Nc1ccc2c(c1)OCO2)c1ccc([N+](=O)[O-])cc1[N+](=O)[O-]	-4	-6	-9	3	-0.1	-18	·
O=C(O)CCCC(=O)Nc1ccc(-n2ccc(C(F)(F)F)n2)cc1	5	?	6	·	1.5	6	·
CCn1c(NCc2cc(Cl)ccc2O)nc2ccccc21	-3	0	5	13	2.1	-5	1
Cc1nc(C)n(CC(C)C(=O)N2CCN(S(=O)(=O)c3ccc(Cl)cc3)CC2)n1 (stereo not drawn)	5	5	-8	7	-0.2	-1	-7
O=C(NC1CCCCCC1)c1cc2c(=O)n3ccccc3nc2s1	4	-5	-65	3	-1.3	-70	-6
CC1CN(C2CCN(C(=O)c3cccc(Cl)c3)CC2)CC(C)O1 (stereo not drawn)	-2	·	20	·	·	·	16
CCCNC(=O)N1CC2(C1)[C@@H](c1ccccc1)[C@@H](CO)N2C(=O)c1cccnc1	-1	16	·	0	-2.2	-5	·
COc1cccc(-c2oc3c(c2-c2ccc(Br)nc2)C(O)CCC3)c1 (stereo not drawn)	0	1	-32	-16	3.6	-17	·
COc1ccccc1C(=O)N1CCN(c2ccc(N3CCOCC3)nn2)CC1	-2	1	-9	-2	-0.4	4	·
COc1ccc(NC(=O)c2cc(-c3cc(OC)c(OC)c(OC)c3)nc3ccccc23)c(OC)c1	-1	8	-8	9	3.4	3	-3
CC(C)Sc1nc(N2CCOCC2)c2c3c(sc2n1)COC(C)(C)C3	3	·	16	·	·	·	3
C[C@@H]1CN(Cc2cn(C)nc2-c2cccc(Cl)c2)C[C@H](C)O1	3	-5	2	3	-3.8	0	·
CC(C)c1cc(CN2CCOCC2)cc(C(C)C)c1O	-11	-5	1	-2	0.1	-8	-7
CCC(=O)N(Cc1cc2ccccc2[nH]c1=O)c1ccccc1OC	5	0	-2	20	-3.5	3	-2

Retrieved by structure from above (two):
structure	FN deposit inh	DENV2 CPE	PAX8 reporter	GSIS activator	F508del corr	EWS-Fli block	miR122 inh
CCCNC(=O)N1CC2(C1)[C@@H](c1ccccc1)[C@@H](CO)N2C(=O)c1cccnc1	-1	16	·	0	-2.2	-5	·
O=C(Cn1nnc2ccccc21)c1ccc([N+](=O)[O-])cc1	-5	0	-28	5	-9.1	-8	·

Screens from PubChem BioAssay.
